TcdB GH inh: TcdB glycohydrolase inhibitors, primary screen, biochemical, single point, plate reader; TcdB glycohydrolase enzymatic assay; inhibition, % at 9.99 µM; hit rate 0.24% among 350,000; AID 652162, 2013; in the data active means inhibition above about 10%
MazF activator: activators of E. coli MazEF toxin-antitoxin RNase, primary screen, biochemical, fluorescence, uHTS; Endoribonuclease toxin MazF (Escherichia coli (strain K12)), P0AE70; FAM/BHQ RNA-DNA oligo cleavage fluorescence, 5 h; activation, % at 20 µM; hit rate 0.32% among 350,000; AID 504720, 2011; in the data active means activation above about 50%
Target sequence (P0AE70 whole entry, looked up): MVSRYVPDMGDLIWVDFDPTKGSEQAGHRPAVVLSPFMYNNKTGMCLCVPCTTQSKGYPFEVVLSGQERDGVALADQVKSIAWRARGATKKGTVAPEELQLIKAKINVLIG
Rv3671c inh: Rv3671c serine protease inhibitors, primary screen, biochemical, fluorescence polarization, M. tuberculosis H37Rv. P9WHR9. inhibition, % at 5.96 µM. hit rate 0.048% among 320,000; in the data active means inhibition above about 38%;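 further: extracellular domain of Rv3671c used as enzyme; 0% = enzyme with DMSO and 100% = no enzyme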
Yp Topo-I inh: Yersinia pestis topoisomerase I inhibitors, primary screen, biochemical, cleavage product accumulation, plate reader, single point; Y. pestis Topo-I cleavage product accumulation; activity, % at 10 µM; hit rate 0.064% among 360,000; in the data active means activity above about 50%, passing the limit was not always enough; inconclusive means no clear call, values can overlap the other calls; further: inactives centre near 2
Vc quorum ag: inducers of Vibrio cholerae quorum light production without autoinducers, primary screen, BH1578 luxS cqsA deficient, single point | V. cholerae BH1578 lux reporter, luminescence, 6 h | AID 588436, 2011 | hit rate 0.16% among 350,000 | activation, % at 18.7 µM; in the data active means activation mostly above about 9.7%, no sharp cut-off; inconclusive means no clear call, values can overlap the other calls; inactive means mostly below about 3.7%; further: not every result past the cut was called active; inactives centre near 0; reference of the scale not given here
3CLpro inhibitor: SARS-CoV 3CLpro protease inhibitors, primary screen, biochemical, quenched FRET; Replicase polyprotein 1ab (Severe acute respiratory syndrome coronavirus), P0C6X7; recombinant SARS-CoV 3CLpro, quenched FRET peptide cleavage; inhibition, % at 6 µM; hit rate 0.14% among 290,000; in the data active means inhibition above about 12%
Anthrax LF inh2: Bacillus anthracis LF protease inhibitors, primary screen, biochemical, multiplex microsphere, MLPCN library. inhibition, % at 10 µM. hit rate 0.12% among 360,000. Lethal factor (Bacillus anthracis), P15917. multiplex microsphere protease cleavage assay. AID 588501, 2011; in the data active means inhibition above about 30%; inconclusive means no clear call, values can overlap the other calls; further: plate controls were buffer without enzyme for full effect and enzyme alone for no effect
Target sequence (P15917 whole entry, looked up): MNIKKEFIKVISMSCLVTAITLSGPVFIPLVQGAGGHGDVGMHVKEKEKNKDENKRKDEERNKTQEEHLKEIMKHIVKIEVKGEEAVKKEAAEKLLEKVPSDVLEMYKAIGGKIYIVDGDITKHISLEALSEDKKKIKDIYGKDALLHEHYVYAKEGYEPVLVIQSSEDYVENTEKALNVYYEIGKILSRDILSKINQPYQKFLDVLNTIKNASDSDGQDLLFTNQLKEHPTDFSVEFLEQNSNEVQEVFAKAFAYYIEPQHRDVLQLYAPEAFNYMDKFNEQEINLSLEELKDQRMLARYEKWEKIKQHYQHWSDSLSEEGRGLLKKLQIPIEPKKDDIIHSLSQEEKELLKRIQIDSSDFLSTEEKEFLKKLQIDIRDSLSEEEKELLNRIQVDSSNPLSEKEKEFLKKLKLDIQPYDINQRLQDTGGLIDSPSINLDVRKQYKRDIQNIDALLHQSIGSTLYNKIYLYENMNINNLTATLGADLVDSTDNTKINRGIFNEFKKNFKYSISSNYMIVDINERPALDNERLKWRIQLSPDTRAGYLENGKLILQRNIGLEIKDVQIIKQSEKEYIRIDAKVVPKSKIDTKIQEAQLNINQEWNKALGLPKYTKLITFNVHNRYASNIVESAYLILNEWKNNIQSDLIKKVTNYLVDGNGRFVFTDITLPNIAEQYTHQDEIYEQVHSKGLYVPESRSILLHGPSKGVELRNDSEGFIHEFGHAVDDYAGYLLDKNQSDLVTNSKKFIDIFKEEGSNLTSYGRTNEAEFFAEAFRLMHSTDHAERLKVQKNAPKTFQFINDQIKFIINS
SSB-PriA inh: inhibitors of Klebsiella pneumoniae PriA binding to SSB C-terminal tail, primary screen, biochemical, AlphaScreen; PriA–SSB C-terminal tail interaction (Klebsiella pneumoniae); AlphaScreen SSBct-PriA binding, biotinylated peptide; inhibition, % at 33 µM; hit rate 0.6% among 430,000; in the data active means inhibition mostly above about 37%, no sharp cut-off; inactive means mostly below about 20%;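 further: plate controls were negative control peptide for no effect and reference peptide for full effect; strong numbers were not always called active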
PfHsp40 rescue: rescue of yeast from PfHsp40 toxicity, primary screen, S. cerevisiae, ATP luminescence; AID 504582, 2011; hit rate 0.68% among 340,000; S. cerevisiae expressing PfHsp40, growth rescue; growth rescue, % at 12.5 µM; in the data active means growth rescue above about 28%, passing the limit was not always enough; inconclusive means no clear call, values can overlap the other calls;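 further: yeast W303a lacking pdr1 and pdr3 grown in galactose medium; growth measured after three days at 30 °C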
DUSP3 inh: VHR1 phosphatase inhibitors, primary screen, biochemical, absorbance, uHTS; Dual specificity protein phosphatase 3 (Homo sapiens), P51452; inhibition, % at 13.3 µM; hit rate 0.52% among 290,000; recombinant VHR phosphatase, pNPP absorbance; in the data active means inhibition above about 50%; further: some compounds called inactive have numbers as strong as hits
Target sequence (P51452 whole entry, looked up): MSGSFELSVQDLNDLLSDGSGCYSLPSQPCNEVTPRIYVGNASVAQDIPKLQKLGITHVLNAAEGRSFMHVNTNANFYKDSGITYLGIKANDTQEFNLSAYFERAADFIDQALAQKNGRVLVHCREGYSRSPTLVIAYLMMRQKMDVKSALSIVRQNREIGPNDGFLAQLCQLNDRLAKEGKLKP
* hit, by the source's call. A portion of the library, so the mix of outcomes need not match the whole.

What do the screens show for `O=C(O)c1ccc(S(=O)(=O)NC2CCCCCC2)cc1`?
TcdB GH inh: 0.9; MazF activator: 1; Rv3671c inh: -3; Yp Topo-I inh: 1; Vc quorum ag: -2.7; 3CLpro inhibitor: -5; Anthrax LF inh2: -1; SSB-PriA inh: 3; PfHsp40 rescue: -1.6; DUSP3 inh: -37

Results for CCOc1ccccc1N1CCN(C(=O)c2csc(C)c2CC)CC1 ?
TcdB GH inh: 0.7; MazF activator: 7; Rv3671c inh: 5; Yp Topo-I inh: 25; Vc quorum ag: 6.1; 3CLpro inhibitor: -6; Anthrax LF inh2: -2; SSB-PriA inh: 16; PfHsp40 rescue: 3.1; DUSP3 inh: 18

How did CCOc1cc(C(=O)N(Cc2ccccc2)c2ccc(C)cc2)ccc1OCC(=O)N1CCOCC1 do in these assays?
TcdB GH inh: 2.4; MazF activator: 8; Yp Topo-I inh: 22; Vc quorum ag: inactive; Anthrax LF inh2: -1; SSB-PriA inh: 9; PfHsp40 rescue: 0.2

Results for COc1ccc(Cc2nnc(NC(=O)Cc3cccs3)s2)cc1 ?
MazF activator: 2; Yp Topo-I inh: -14; Vc quorum ag: inactive; 3CLpro inhibitor: 4; Anthrax LF inh2: 1; SSB-PriA inh: -7; PfHsp40 rescue: -0.1; DUSP3 inh: 7

How did CCN(C(=O)CSc1nnc(-c2ccco2)n1C)c1c(N)n(Cc2ccccc2)c(=O)[nH]c1=O do in these assays?
TcdB GH inh: 1.3; MazF activator: 3; Rv3671c inh: -4; Yp Topo-I inh: -1; Vc quorum ag: inactive; Anthrax LF inh2: -2; SSB-PriA inh: -12; PfHsp40 rescue: -0.5

How did Cc1ccc(NC(=O)CN(C)C(=O)CNC(=O)c2ccc3c(c2)OCO3)cc1 do in these assays?
TcdB GH inh: 0.3; MazF activator: 1; Rv3671c inh: 4; Yp Topo-I inh: -10; Vc quorum ag: inactive; Anthrax LF inh2: 0; SSB-PriA inh: 4; PfHsp40 rescue: -1.6

How did CN(C)c1ccc(-c2csc(C(C)(O)c3cccc(F)c3)n2)cc1 (stereo unspecified) do in these assays?
TcdB GH inh: -0.6; Yp Topo-I inh: -3; Vc quorum ag: inactive; Anthrax LF inh2: -4

How did O=C(CCCCl)N1CCc2[nH]c3ccccc3c2C1 do in these assays?
TcdB GH inh: 3.2; MazF activator: 2; Yp Topo-I inh: -2; Vc quorum ag: -2.1; Anthrax LF inh2: 0; SSB-PriA inh: 10; PfHsp40 rescue: -1.1

Results for O=C(NC1CC1)c1cccc(NC(=O)C2CCC2)c1 ?
TcdB GH inh: 0.1; MazF activator: 3; Yp Topo-I inh: -6; Vc quorum ag: inactive; Anthrax LF inh2: -2; SSB-PriA inh: 3; PfHsp40 rescue: -0.7

Results for O=C(CSc1n[nH]c(-c2ccncc2)n1)Nc1ccc(Br)cc1 ?
TcdB GH inh: 1.0; MazF activator: 1; Rv3671c inh: -8; Yp Topo-I inh: -6; Vc quorum ag: 4.3; 3CLpro inhibitor: 7; Anthrax LF inh2: 1; SSB-PriA inh: -4; PfHsp40 rescue: 1.3; DUSP3 inh: 6

What do the screens show for `COc1ccc(C(=O)COC(=O)C2CCC(=O)N2)cc1` (stereo unspecified)?
TcdB GH inh: -2.1; MazF activator: 7; Rv3671c inh: -2; Yp Topo-I inh: 2; Vc quorum ag: -0.3; 3CLpro inhibitor: 5; Anthrax LF inh2: -4; SSB-PriA inh: 4; PfHsp40 rescue: -1.4; DUSP3 inh: 13

What do the screens show for `Cc1ccc(-n2nc(C)c(=O)c(-c3ccccc3)c2NC(=O)C(C)C)cc1`?
TcdB GH inh: 0.9; MazF activator: 3; Rv3671c inh: 1; Yp Topo-I inh: 1; Vc quorum ag: -0.6; 3CLpro inhibitor: -2; Anthrax LF inh2: inconclusive; SSB-PriA inh: -4; DUSP3 inh: 23

What do the screens show for `Cc1cc(NC(=O)CSc2nc3cc(Cl)ccc3c(=O)n2Cc2ccco2)no1`?
MazF activator: -30; Rv3671c inh: 5; Yp Topo-I inh: 2; Vc quorum ag: -0.3; 3CLpro inhibitor: 2; Anthrax LF inh2: -8; SSB-PriA inh: -2; PfHsp40 rescue: -0.1; DUSP3 inh: 8

Results for O=C(NCCC1=CCCCC1)C(=O)c1c[nH]c2ccccc12 ?
MazF activator: -3; Rv3671c inh: -20; Yp Topo-I inh: 3; Vc quorum ag: -0.2; 3CLpro inhibitor: 3; Anthrax LF inh2: 0; SSB-PriA inh: 0; PfHsp40 rescue: -0.7; DUSP3 inh: -10

Results for N#Cc1c(Cl)nsc1NN ?
TcdB GH inh: -4.5; MazF activator: 3; Rv3671c inh: 3; Yp Topo-I inh: -10; Vc quorum ag: -0.2; 3CLpro inhibitor: 3; Anthrax LF inh2: -9; SSB-PriA inh: 5; PfHsp40 rescue: 1.5; DUSP3 inh: 17

What do the screens show for `NC(=O)c1ccccc1O`?
TcdB GH inh: 2.5; MazF activator: 4; Rv3671c inh: 7; Yp Topo-I inh: 1; Vc quorum ag: 5.0; 3CLpro inhibitor: -3; Anthrax LF inh2: -2; SSB-PriA inh: -4; PfHsp40 rescue: 0.1; DUSP3 inh: -11

What do the screens show for `COc1sc(SC)cc1/C=N/NC(=O)c1ccncc1`?
TcdB GH inh: 0.0; MazF activator: -32; Rv3671c inh: -10; Yp Topo-I inh: -2; Vc quorum ag: -0.3; 3CLpro inhibitor: -2; Anthrax LF inh2: -10; PfHsp40 rescue: 0.0; DUSP3 inh: 26

How did Fc1cccc(CN2CCN(c3ncccn3)CC2)c1 do in these assays?
MazF activator: 3; Rv3671c inh: -4; Yp Topo-I inh: 6; Vc quorum ag: 1.3; 3CLpro inhibitor: 2; Anthrax LF inh2: 3; SSB-PriA inh: -7; PfHsp40 rescue: -0.2; DUSP3 inh: -8

Results for Cc1ncc(CC(=O)n2cc(C(=O)c3cc(F)ccc3O)cn2)s1 ?
MazF activator: -8; Rv3671c inh: -4; Yp Topo-I inh: -8; Vc quorum ag: 1.0; 3CLpro inhibitor: 3; Anthrax LF inh2: 0; SSB-PriA inh: -16; PfHsp40 rescue: 0.4; DUSP3 inh: 17

Results for CC(Sc1ccc(Br)cc1)C(N)=O (stereo unspecified) ?
MazF activator: 1; Rv3671c inh: 7; Yp Topo-I inh: -4; Vc quorum ag: inactive; 3CLpro inhibitor: -6; Anthrax LF inh2: -7; SSB-PriA inh: -21; PfHsp40 rescue: 0.2; DUSP3 inh: -1

Results for COc1cccc(CN(C)c2nc(-c3cccs3)nc3ccccc23)c1 ?
TcdB GH inh: -6.0; MazF activator: -23; Rv3671c inh: -28; Yp Topo-I inh: -1; Vc quorum ag: -0.1; 3CLpro inhibitor: -5; Anthrax LF inh2: -1; SSB-PriA inh: -30; PfHsp40 rescue: 0.8; DUSP3 inh: 5

How did C[C@H](NC(=O)C1CC(=O)N(c2ccc3c(c2)OCCO3)C1)C(=O)N1CCC(C(=O)O)CC1 (stereo partly specified) do in these assays?
TcdB GH inh: 0.7; MazF activator: 3; Rv3671c inh: 10; Yp Topo-I inh: 6; Vc quorum ag: inactive; 3CLpro inhibitor: 2; Anthrax LF inh2: 0; SSB-PriA inh: 2; PfHsp40 rescue: -1.0; DUSP3 inh: 4

How did CCOc1ccccc1N1CC(C(=O)N(Cc2nnc(-c3ccccc3Cl)o2)C2CC2)CC1=O (stereo unspecified) do in these assays?
TcdB GH inh: 0.4; MazF activator: 6; Rv3671c inh: 14; Yp Topo-I inh: 16; Vc quorum ag: -0.1; Anthrax LF inh2: 4; SSB-PriA inh: 3; PfHsp40 rescue: -0.1

How did NC(=O)CSc1nnc(-c2cnccn2)n1Cc1ccco1 do in these assays?
TcdB GH inh: -0.1; MazF activator: -17; Rv3671c inh: 4; Yp Topo-I inh: 6; Vc quorum ag: inactive; 3CLpro inhibitor: -1; Anthrax LF inh2: -3; SSB-PriA inh: -2; DUSP3 inh: 4

How did COc1cc2c(c(OC)c1OC)C(c1ccccc1C)CC(=O)O2 (stereo unspecified) do in these assays?
TcdB GH inh: 0.4; MazF activator: 9; Yp Topo-I inh: -2; Vc quorum ag: inactive; Anthrax LF inh2: 1; SSB-PriA inh: -2; PfHsp40 rescue: 1.2

Results for COc1ccc(OC)c(S(=O)(=O)Nc2c(C)nn(C)c2C)c1 ?
TcdB GH inh: -0.1; MazF activator: 6; Rv3671c inh: 9; Yp Topo-I inh: -5; Vc quorum ag: 0.3; SSB-PriA inh: -8; PfHsp40 rescue: -1.3

What do the screens show for `Cc1c(S(=O)(=O)N2CCN(c3cccc(C(F)(F)F)c3)CC2)c(=O)n(C)c(=O)n1C`?
TcdB GH inh: -1.5; MazF activator: 2; Rv3671c inh: -4; Yp Topo-I inh: -7; Vc quorum ag: -0.3; 3CLpro inhibitor: 0; Anthrax LF inh2: -8; SSB-PriA inh: -6; PfHsp40 rescue: 0.6; DUSP3 inh: -10

How did CCOc1ccc(CN(C)CC(=O)Nc2ccccc2C(=O)NC2CC2)cc1 do in these assays?
TcdB GH inh: -1.3; MazF activator: 0; Yp Topo-I inh: -3; Vc quorum ag: -0.3; Anthrax LF inh2: 1; SSB-PriA inh: -9; PfHsp40 rescue: -0.6

What do the screens show for `COC(=O)c1ccc(COc2ccc(Cl)cc2)o1`?
TcdB GH inh: -1.1; MazF activator: 2; Rv3671c inh: -3; Yp Topo-I inh: 11; Vc quorum ag: inactive; 3CLpro inhibitor: 0; Anthrax LF inh2: -6; SSB-PriA inh: -10; PfHsp40 rescue: -0.6; DUSP3 inh: 1

How did CCC(Cc1ccccc1)NC(=O)C1CCC(CNc2c(N3CCCC3)c(=O)c2=O)CC1 (stereo unspecified) do in these assays?
TcdB GH inh: 0.3; MazF activator: 7; Rv3671c inh: 5; Yp Topo-I inh: 1; Vc quorum ag: -0.1; 3CLpro inhibitor: -2; Anthrax LF inh2: -1; SSB-PriA inh: -5; PfHsp40 rescue: -1.1; DUSP3 inh: 12

How did O=C(c1cccs1)N1CCN=C1SCc1ccc(F)cc1 do in these assays?
TcdB GH inh: 2.1; MazF activator: 6; Rv3671c inh: 0; Yp Topo-I inh: 5; Vc quorum ag: 3.2; 3CLpro inhibitor: 2; Anthrax LF inh2: -3; SSB-PriA inh: -1; PfHsp40 rescue: 0.7; DUSP3 inh: 0

Results for Cc1nc2ccccc2cc1OCc1ccccc1 ?
MazF activator: -2; Rv3671c inh: -2; Yp Topo-I inh: -6; Vc quorum ag: -0.3; 3CLpro inhibitor: -5; Anthrax LF inh2: -8; SSB-PriA inh: -19; PfHsp40 rescue: 19; DUSP3 inh: 32

A draw from above in order of formula weight, falling.
How did COc1cc2c(c(OC)c1OC)C(c1ccccc1C)CC(=O)O2 (stereo unspecified) do in these assays?
TcdB GH inh: 0.4; MazF activator: 9; Yp Topo-I inh: -2; Vc quorum ag: inactive; Anthrax LF inh2: 1; SSB-PriA inh: -2; PfHsp40 rescue: 1.2

How did NC(=O)CSc1nnc(-c2cnccn2)n1Cc1ccco1 do in these assays?
TcdB GH inh: -0.1; MazF activator: -17; Rv3671c inh: 4; Yp Topo-I inh: 6; Vc quorum ag: inactive; 3CLpro inhibitor: -1; Anthrax LF inh2: -3; SSB-PriA inh: -2; DUSP3 inh: 4

What do the screens show for `COc1ccc(C(=O)COC(=O)C2CCC(=O)N2)cc1` (stereo unspecified)?
TcdB GH inh: -2.1; MazF activator: 7; Rv3671c inh: -2; Yp Topo-I inh: 2; Vc quorum ag: -0.3; 3CLpro inhibitor: 5; Anthrax LF inh2: -4; SSB-PriA inh: 4; PfHsp40 rescue: -1.4; DUSP3 inh: 13
